OX1R antag-1: blocks the human orexin 1 receptor; O43613; CHO/OX1R cells, Fluo-8 calcium fluorescence, orexin A; inhibition, % at 5 µM; hit rate 0.43% among 330,000; AID 434989;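 active = inhibition above its plate's threshold, mean inhibition of all tested compounds on the plate plus 3 SD, cut at about 37% in these data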;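 note: 0% = orexin A challenge wells and 100% = SB-334867-A antagonist wells; not every result past the cut was called active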
Target sequence (O43613 whole entry, looked up): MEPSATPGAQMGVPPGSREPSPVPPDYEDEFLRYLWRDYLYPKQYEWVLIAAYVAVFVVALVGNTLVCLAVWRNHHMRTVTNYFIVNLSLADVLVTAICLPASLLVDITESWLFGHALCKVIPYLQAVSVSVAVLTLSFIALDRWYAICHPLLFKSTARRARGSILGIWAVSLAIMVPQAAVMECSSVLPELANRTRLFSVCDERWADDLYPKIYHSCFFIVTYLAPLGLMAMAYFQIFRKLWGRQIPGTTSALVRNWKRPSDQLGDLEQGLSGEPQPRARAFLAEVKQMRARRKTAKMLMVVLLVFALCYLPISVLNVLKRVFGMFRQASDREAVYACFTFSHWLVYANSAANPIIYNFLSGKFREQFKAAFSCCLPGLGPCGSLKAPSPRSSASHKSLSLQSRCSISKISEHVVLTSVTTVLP
OX1R antag-2: OX1R (human) antagonism. O43613. OX1R-expressing cells, FRET antagonist read-out. inhibition, % at 6.6 µM. hit rate 1.8% among 330,000. AID 485270; in the data active = inhibition mostly above about 38%, no sharp cut-off; inactive = mostly below about 40%;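 note: 0% = agonist challenge alone and 100% = reference antagonist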
STK33 kinase inh: human STK33 kinase inhibition. Q9BYT3. purified STK33, MBP phosphorylation, ADP-Glo luminescence. inhibition, % at 10 µM. hit rate 0.073% among 320,000;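 active = inhibition at or above 25%, using the most active replicate where run in duplicate; inactive = inhibition below 25%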
Target sequence (Q9BYT3 whole entry, looked up): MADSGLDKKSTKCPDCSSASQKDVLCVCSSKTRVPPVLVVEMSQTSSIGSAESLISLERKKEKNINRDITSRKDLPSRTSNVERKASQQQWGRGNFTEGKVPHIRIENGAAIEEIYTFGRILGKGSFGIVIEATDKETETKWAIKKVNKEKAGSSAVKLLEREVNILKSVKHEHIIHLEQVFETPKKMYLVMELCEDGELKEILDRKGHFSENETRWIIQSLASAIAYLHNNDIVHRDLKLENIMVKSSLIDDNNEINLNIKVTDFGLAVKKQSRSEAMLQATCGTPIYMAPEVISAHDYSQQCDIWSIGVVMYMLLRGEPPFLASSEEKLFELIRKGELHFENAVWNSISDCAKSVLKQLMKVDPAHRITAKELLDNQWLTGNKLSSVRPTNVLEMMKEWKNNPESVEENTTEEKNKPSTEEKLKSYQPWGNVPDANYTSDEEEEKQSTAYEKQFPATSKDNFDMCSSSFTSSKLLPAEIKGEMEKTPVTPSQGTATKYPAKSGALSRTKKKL
* hit, by the source's call.

Screens in order – OX1R antag-1, OX1R antag-2, STK33 kinase inh
CCN1CCN(C(c2cccs2)C(C)NC(=O)c2ccco2)CC1 (configuration not stated)
    -15, 0, -0.9
Cc1cc(NC(=O)CSc2nc(Cc3ccccc3)c(C)[nH]2)no1
    -12, -1, 0.7
COc1ccc(CCNCc2cc(C)n(-c3ccc(OC)cc3)c2C)cc1
    -36, -11, -0.9
O=C(c1ccc(Cl)nc1)N1CCN(S(=O)(=O)c2ccccc2)CC1
    16, 4, -0.6
C/C(=N\OCC(=O)Nc1nc2ccccc2s1)c1ccccc1
    -35, 36, -6.9
COc1ccc(C2c3c(ncn(CCN4CCOCC4)c3=N)Oc3ccc4ccccc4c32)cc1OC (configuration not stated)
    -24, 10, 0.0
CCn1cc(/C=N\NC(=O)c2ccc(Cl)cc2)cn1
    -9, 3, -2.8
NS(=O)(=O)c1ccc(CNc2ccc3ccccc3n2)cc1
    -2, 25, -1.1
Cc1[nH]ccc(=O)c1Cc1c(Cl)cccc1Cl
    -14, 17, -0.7
O=C(CCC(=O)NNC(=O)c1ccc(Cl)cc1Cl)NCc1ccccc1
    -16, 5, -1.4
Cc1cc(Br)ccc1NC(=O)CN(C)Cc1cccs1
    -33, 29, 0.0
Cc1ccc(C)c(S(=O)(=O)N2CCN(C(=O)CCc3c[nH]c4ccccc34)CC2)c1
    -14, -4, -0.6
Cc1nc(SCc2ccc([N+](=O)[O-])cc2)nc2ccccc12
    -20, 12, -0.7
Cc1cc(NC(=O)c2ccoc2C)ccc1Br
    -14, 12, 0.8
Cc1cc(OCCn2ccnc2)cc(C(C)C)c1
    -20, 30, 1.3

An excerpt from above with just STK33 kinase inh and OX1R antag-1:
| Compound | STK33 kinase inh | OX1R antag-1 |
| --- | --- | --- |
| Cc1cc(Br)ccc1NC(=O)CN(C)Cc1cccs1 | 0.0 | -33 |
| Cc1nc(SCc2ccc([N+](=O)[O-])cc2)nc2ccccc12 | -0.7 | -20 |

The main list resumes, starting five compounds before the break.
Screens in order – OX1R antag-1, OX1R antag-2, STK33 kinase inh
Cc1cc(Br)ccc1NC(=O)CN(C)Cc1cccs1
    -33, 29, 0.0
Cc1ccc(C)c(S(=O)(=O)N2CCN(C(=O)CCc3c[nH]c4ccccc34)CC2)c1
    -14, -4, -0.6
Cc1nc(SCc2ccc([N+](=O)[O-])cc2)nc2ccccc12
    -20, 12, -0.7
Cc1cc(NC(=O)c2ccoc2C)ccc1Br
    -14, 12, 0.8
Cc1cc(OCCn2ccnc2)cc(C(C)C)c1
    -20, 30, 1.3
CCCOc1ccc(-c2nc(N3CCN(C)CC3)c3ccccc3n2)cc1
    -24, -1, 1.4
COc1cc(C2NC(=O)NC(C)=C2C(C)=O)ccc1O (configuration not stated)
    3, 16, -0.5
O=C(NCc1ccc(F)cc1)C1CCCN1C(=O)Nc1ccccc1 (configuration not stated)
    -22, 4, 0.2
COc1ccc(C(=O)NC2CCN(C(=S)NCCc3ccccc3)CC2)cc1
    -18, 20, -1.3
CC(NC(=O)C1CCN(c2nnc(N3CCCC3=O)s2)CC1)c1ccccc1 (configuration not stated)
    -27, 4, -3.5
CC(C)C[C@H](NC(=O)N1CC(=O)Nc2ccccc21)C(=O)N[C@@H](Cc1ccccc1)C(=O)O
    4, 17, -1.5
Cn1cc(CNCC2CCCO2)c(-c2ccc(Oc3ccccc3)cc2)n1 (configuration not stated)
    -19, 13, -1.3
Cc1ccc(Nc2nc3ccc(Cl)cc3n3cnnc23)cc1F
    -8, -1, -1.8
Cc1cccc(N2C(=O)c3cccnc3C2=O)c1
    -4, 8, 0.8
O=[N+]([O-])c1ccc(/C=N/n2c(COc3ccccc3)n[nH]c2=S)cc1
    5, 10, -2.4
COc1ccc(CN=C2NN=C(c3cccc(OC)c3)CS2)cc1
    -18, 22, -0.8
Cc1ccc(C(=O)O)cc1N1C(=O)c2cccc3c([N+](=O)[O-])ccc(c23)C1=O
    -1, 29, 0.4
COc1ccc(C(C)=O)cc1CN1C(=O)NC2(CCCCCC2)C1=O
    -19, 1, -0.9
CC(C)OCCCNC(=O)C1CCC(CNS(=O)(=O)c2cccc3nsnc23)CC1 (configuration not stated)
    -13, 31, -0.7
CC1=CSC2=NS(=O)(=O)CCN12
    -8, 18, -0.7

The list goes on.
Screens in order – OX1R antag-1, OX1R antag-2, STK33 kinase inh
CCOc1ccc(/C=N/NC(=O)Cc2ccccc2)cc1CN1CC2CC(C1)c1cccc(=O)n1C2 (configuration not stated)
    -7, 15, -0.2
CCCCCCSc1cc(-c2nc3cnccn3c2NCCCC)ccc1OC
    -45, 4, 2.7
COC(=O)CCC(=O)OC1(C)C(=O)C=C2C=C(C3CC3)N(Cc3ccc(OC)cc3)C=C2C1=O (configuration not stated)
    -29, 41, 0.5
COC(=O)COc1cccc2c(=O)n(CC(=O)N3CCC(C)CC3)ccc12
    -17, 16, 0.0
O=C(NCc1ccc(F)cc1)c1cc2sccc2n1Cc1ccc(F)cc1
    -13, 32, -1.2
CCNc1nc(C(=O)O)nc(N2CCOCC2)n1
    -9, 7, -0.8
Cc1ccc2cc(NC(=O)CC(CC(=O)O)c3ccccc3)ccc2n1 (configuration not stated)
    -6, -5, -0.4
COc1ccc(N2CCN(C(=O)CCC(=O)N3CC(C)Oc4ccccc43)CC2)cc1 (configuration not stated)
    -36, 4, 0.7
CC(=O)Nc1ccc(OCC(O)CN2C(C)CCCC2C)cc1 (configuration not stated)
    -12, 10, -1.6
COc1ccccc1C1CCN(Cc2ccc(C)cc2)CC1
    -12, -13, -0.8
Cc1cc(-c2nnc(SCC(=O)Nc3ccc(F)cc3F)n2N)n[nH]1
    1, 2, -0.2
COc1ccc(Cl)cc1NC(=O)CN1CCCCCC1
    -1, 9, 0.8
Cc1ccccc1C(=O)Nc1ccc2c(c1)C(=O)NC2=O
    -13, 7, -0.1
O=C(Nc1ccc2c(c1)OCO2)c1ccc(CO)cc1
    -6, -5, 1.0
Cc1ccnc(NC(=O)c2ccc(S(=O)(=O)N3CCCCC3)cc2)c1
    -4, -3, 7.0

Next compounds follow:
Screens in order – OX1R antag-1, OX1R antag-2, STK33 kinase inh
Cc1ccc(-c2nnc(SCC(=O)N3CC(C)CC(C)C3)o2)cc1C (configuration not stated)
    -46, 6, -0.3
O=C(Cc1ccccc1)NCC(=O)OCC(=O)c1ccc(OC(=O)c2ccccc2)cc1
    -14, 5, 0.5
Oc1ccc(CN2CCN(Cc3ccccc3)CC2)c2cccnc12
    -2, -9, -2.6
O=C(c1cc2ccccc2o1)N1CCN(S(=O)(=O)c2cccs2)CC1
    -16, 7, -0.9
CCOC(=O)C1=NNC2C(=O)N(CC)C(=O)C12 (configuration not stated)
    -8, 17, -0.2
O=C(C1=C[C@H](c2ccc(C(F)(F)F)cc2)C[C@H](OCc2ccc(CO)cc2)O1)N1CCN(Cc2ccc3c(c2)OCO3)CC1
    -27, 16, 0.2
O=C(OCc1ccccc1)/C(=C(\O)c1ccccc1Br)c1ccc(-c2ccccc2)cn1
    -41, 12, 0.4
CC(C)(C)c1cc(C(=O)NNC(=O)c2ccc(C(F)(F)F)cc2)no1
    -12, 18, 0.4
O=S(=O)(c1cccc(Cl)c1)N1CCC(c2nc3ccccc3[nH]2)CC1
    -5, 20, -0.5
O=C(Cn1cnc2c(nnn2Cc2ccc(F)cc2)c1=O)Nc1cccc(F)c1
    6, 14, -0.3
COc1cccc(NC(=O)CN(C)C(=O)c2ccc(N3CCOCC3)c([N+](=O)[O-])c2)c1
    -17, 1, 0.4
O=C(Nc1ccc(N2CCOCC2)nc1)c1ccc(Cl)cc1
    -1, 13, 0.9
COc1ccc(C2/C(=C(/O)c3ccc(Br)cc3)C(=O)C(=O)N2C)cc1 (configuration not stated)
    -15, 13, -0.7
CNS(=O)(=O)c1cccc(C(=O)OCC(=O)Nc2ccc(Cl)cc2F)c1
    -18, 14, 3.5
CCOc1ccccc1CN1CCCC(CNS(=O)(=O)c2ccc(OC)cc2)C1 (configuration not stated)
    -10, -1, -1.8

The results go on.
Screens in order – OX1R antag-1, OX1R antag-2, STK33 kinase inh
Cc1csc(NC(=O)c2cc(=O)[nH]c3ccccc23)n1
    3, 7, 2.0
Cc1ccc(S(=O)(=O)N/N=C\c2cc3c(cc2Br)OCO3)cc1
    -17, 19, -0.1
Cc1sc2ncnc(N3CCC(C(=O)NNC(=O)COc4ccccc4Cl)CC3)c2c1C
    10, 26, 1.1
COc1ccc(C(=O)COC(=O)c2cccs2)cc1
    -9, 2, 2.9
Cc1ccc(Cn2c(CN(C)Cc3ccccc3)nc3c2c(=O)n(C)c(=O)n3C)cc1
    -12, -2, 0.5
CC1=NN(C(=O)c2ccccc2Br)C(O)(c2cccnc2)C1 (configuration not stated)
    -13, 20, -0.1
Cc1ccc(Oc2c(C)nc(-c3ccccc3)[nH]c2=O)cc1
    -9, 5, -2.0
COc1ccc(C2CC2/C(=N/O)c2ccccn2)cc1 (configuration not stated)
    7, 22, -2.2
Cc1ccc(-c2c[n+](CC(=O)OCc3ccccc3)c3n2CCC3)cc1
    2, 19, 0.0
CC(C)(C)NS(=O)(=O)c1ccc(NC(=O)Cc2ccccc2[N+](=O)[O-])cc1
    8, 40, -1.2
CC(C)Cc1nnc(NC(=O)CCC(=O)NCCc2ccccc2)s1
    -37, 13, -2.2
O=C(c1ccc(Cn2cnnn2)cc1)N1CCCC(Nc2ccc(F)c(F)c2)C1 (configuration not stated)
    -3, -3, -1.2
COc1cc(CC(=O)OCC(=O)Nc2ccc(S(=O)(=O)N3CCCC3)cc2)cc(OC)c1OC
    -22, 11, -0.6
O=C(Nc1ccc(C(F)(F)F)cc1-c1ccccc1)c1ccccc1
    -5, 20, 0.6
CCCCCCCCCCOC(=O)Cn1c(COc2ccccc2C)[n+](C)c2ccccc21
    53*, 0, 21

Following part.
Screens in order – OX1R antag-1, OX1R antag-2, STK33 kinase inh
Cc1ccc(N2CCC(N3CCN(C)C(CCO)C3)CC2)cc1 (configuration not stated)
    -12, 10, 0.1
CN(C)CCCNC(=O)/C(=C\C=C\c1ccccc1)NC(=O)c1ccc([N+](=O)[O-])cc1
    -19, 16, 0.6
COCCCNC(NC(=O)c1ccc(Br)cc1)C(Cl)(Cl)Cl (configuration not stated)
    -22, 32, -3.1
COc1ccccc1CNCc1cc(OC)c(OC)c(OC)c1
    -46, 18, -0.1
CC(C)(C)NC(=O)c1ccc(NC(=O)CSc2ccccc2)cc1
    -8, 22, 0.2
Cc1cn2c(=O)c(C(=O)N3CCN(c4ccccc4Cl)CC3)cnc2s1
    -7, 12, -3.2
Cc1ccc(SC(=O)c2c([N+](=O)[O-])c(C)nn2C)cc1
    -1, 1, 9.9
CC1Cc2nc(SCC(=O)N3CCCc4ccccc43)n(C)c(=O)c2S1 (configuration not stated)
    -15, 7, -1.0
COc1cccc2[nH]c3c(N4CCC5(CC4)OCCO5)ncnc3c12
    -18, 11, 0.1
O=C(O)/C=C/C(=O)Nc1ccc(C2(c3ccc(NC(=O)/C=C/C(=O)O)cc3)c3ccccc3-c3ccccc32)cc1
    2, -6, -3.3
Cc1csc(NC(=O)C2=NN(c3ccccc3)C(=O)CC2)n1
    -13, 20, 1.3
Cc1ccc(C)c(OCCCN2CCCC2)c1
    -14, 7, 0.2
c1ccc(Cn2c(NCc3ccco3)nc3ccccc32)cc1
    -16, 20, -0.3
COc1ccc(C(=O)Cn2nnc(-c3ccccc3F)n2)cc1
    -5, -5, -1.2
Cc1cnc(NC(=O)CSc2nnc(CNc3ccc(F)cc3)n2CC2CCCO2)s1 (configuration not stated)
    -20, 11, -2.2

Later entries.
Screens in order – OX1R antag-1, OX1R antag-2, STK33 kinase inh
CCOc1cc(N2CCOCC2)c(OCC)cc1NC(=O)CN1C(=O)NC(CC(C)C)C1=O (configuration not stated)
    -16, 19, 0.1
CS(=O)(=O)c1ccc(Cl)c(NC(=O)COC(=O)CNC(=O)c2ccc3ccccc3c2)c1
    -29, 18, -0.3
COc1ccc2[nH]c(=O)c(CN(Cc3cccs3)C(=S)Nc3ccccc3)cc2c1
    -25, 14, -4.3
C[N+](C)(CC#Cc1ccccc1)CC(=O)c1ccccc1
    -1, 5, -1.3
COc1ccccc1N1CCN(C(=O)CCC(=O)N2CCN(c3ccccc3OC)CC2)CC1
    -5, 6, -1.8
Cc1ccc(N(C(=O)c2ccc(Br)o2)C2C=CS(=O)(=O)C2)cc1 (configuration not stated)
    -13, 15, 1.0
O=C(NC(=S)NCC1CCCO1)c1cccc([N+](=O)[O-])c1 (configuration not stated)
    -3, 29, -1.8
COc1ccccc1NC(=O)CSc1nc2sc(C)c(C)c2c(=O)n1Cc1ccco1
    -39, 11, -1.3
NC(=O)c1ccc(Oc2ccc(Cl)cc2)c([N+](=O)[O-])c1
    -2, 5, -1.9
Cc1ccccc1CN(C)c1ccc(S(=O)(=O)N2CCN(C)CC2)cn1
    -16, 5, 0.9
COc1cc(C2c3[nH]c4ccccc4c3C[C@@H]3C(=O)N(Cc4ccco4)CC(=O)N23)cc(OC)c1OC (some centres not stated)
    -3, 12, -0.8
Clc1cccc(Cl)c1/C=C/c1ccn[nH]1
    -18, 20, 1.5
CCOC(=O)Oc1ccc2c(c1)C(C)=CC(C)(C)N2C(=O)OCC
    -22, 40, 1.0
O=S(=O)(NC1c2cccc3cccc(c23)C1N1CCNCC1)c1ccccc1 (configuration not stated)
    -8, 53, 4.5
COC(=O)c1cc(OC)nc2ccc(Br)cc12
    -45, 4, -1.6

Following part:
Screens in order – OX1R antag-1, OX1R antag-2, STK33 kinase inh
CC1CCN(CCNC(=O)CN(C)S(=O)(=O)c2cccc3nsnc23)CC1
    -8, 149*, -0.4
Cc1c(Cl)cccc1NC(=O)c1cccnc1
    4, 4, 0.0
CC1CCCN(c2nc3nonc3nc2Nc2ccccc2F)C1 (configuration not stated)
    -6, 20, -2.5
CCS(=O)(=O)N1Cc2ccccc2CC1C(=O)N(C)CC(=O)Nc1ccc(F)c(F)c1F (configuration not stated)
    -12, 17, -1.0

Bioassay records as filed in PubChem BioAssay.
